From PubChem BioAssay
EBV LMP1 NFkB: Epstein-Barr LMP1 NF-kappaB reporter inhibition. LMP1-induced NF-kappaB luciferase reporter cells, luminescence. inhibition, % at 12.5 µM. AID 504558. 0.69% of 350,000 active; in the data active means inhibition above about 41%;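 further: 0% = neutral control wells and 100% = reference inhibitor control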
NOD2-RIPK2 inh: blocks binding of human NOD2 to RIPK2; O43353; CHO BLA complementation NOD2-RIPK2, CCF4 ratio; inhibition, % at 4.98 µM; 0.38% of 360,000 active; AID 624267; in the data active means inhibition above about 21%;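 further: 0% = vehicle only and 100% = reference blocker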
C8 TRAIL sens: caspase-8 TRAIL sensitization; 1% of 360,000 active; NB7+C8 cells + TRAIL, ATPlite viability luminescence; inhibition (viability loss, TRAIL sensitization), % at 10 µM; AID 624354;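 active means compounds causing at least 50% loss of cell viability in the single-dose screen, relative to plate controls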
COUP-TFII inh: inhibitors of human COUP-TFII (NR2F2); P24468; AID 686940; inhibition, % at 8.6 µM; HEK293T NGFI-A luciferase reporter, luminescence; 0.7% of 370,000 active;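 active means inhibition above a per-plate cutoff, mean inhibition of test wells between control levels plus 3 SD, cut at about 38% in these data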;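 further: cells cotransfected with COUP-TFII expression vector driving the NGFI-A reporter; 0% = median of COUP-TF2 test wells and 100% = reporter-only cells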
Target sequence (P24468 whole entry, looked up): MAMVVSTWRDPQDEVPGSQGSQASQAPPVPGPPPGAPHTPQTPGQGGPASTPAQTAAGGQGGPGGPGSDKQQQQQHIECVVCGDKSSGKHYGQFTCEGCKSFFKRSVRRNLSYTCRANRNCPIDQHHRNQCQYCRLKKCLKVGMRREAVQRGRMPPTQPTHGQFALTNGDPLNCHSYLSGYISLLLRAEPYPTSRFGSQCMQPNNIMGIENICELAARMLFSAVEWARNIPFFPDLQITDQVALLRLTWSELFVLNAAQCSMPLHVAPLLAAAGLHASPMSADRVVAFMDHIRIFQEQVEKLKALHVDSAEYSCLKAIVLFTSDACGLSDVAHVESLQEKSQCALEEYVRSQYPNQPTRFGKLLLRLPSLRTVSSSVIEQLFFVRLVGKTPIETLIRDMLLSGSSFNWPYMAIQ
TLR9-MyD88 block: blocks human TLR9 binding to MyD88. CHO BLA complementation TLR9-MyD88, CCF4 FRET ratio. Q9NR96+Q99836. inhibition, % at 4.98 µM. AID 504734. 0.21% of 340,000 active;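 active means inhibition above the mean over all tested compounds plus 3 SD, cut at about 21% in these data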;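 further: 0% = DMSO only wells and 100% = clavulanate BLA inhibitor control wells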
SRC2 inh: human SRC2 (NCOA2) inhibition | Q15596 | HEK293 GAL4-SRC2 luciferase reporter, luminescence | inhibition, % at 9 µM | 0.17% of 370,000 active;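 active means inhibition above the mean inhibition of all tested compounds plus 3 SD, set per campaign, cut at about 52% in these data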;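 further: 0% = DMSO treated cells and 100% = cells given Gossypol at 36 µM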
Vif imaging: inhibitors of HIV Vif; 0.35% of 340,000 active; HEK293T cells, Vif self-association by quenched fluorescence, imaging, 24 h; inhibition, % at 7.49 µM; AID 602346; in the data active means inhibition above about 50%, passing the limit was not always enough; further: some results filed as inactive read as strong as hits
SRC3 inh: human NCOA3 inhibition. Q9Y6Q9. HEK293 GAL4-SRC3 luciferase reporter, luminescence. inhibition, % at 3.6 µM. 0.17% of 360,000 active;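 active means inhibition above a per-campaign cutoff, the mean of all compounds plus 3 SD, cut at about 60% in these data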;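 further: 0% = DMSO-treated cells and 100% = gossypol-treated cells at 36 µM; higher means less SRC3-driven luciferase light from the GAL4 reporter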
NR5A2 inv ag: suppresses constitutive activity of human LRH-1; O00482; HEK293T StAR-luciferase reporter, LRH-1 transfected, 24 h; inhibition, % at 3.6 µM; 0.13% of 360,000 active; AID 602396;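 active means inhibition above the mean inhibition of all tested compounds plus 3 SD, cut at about 73% in these data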;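 further: 0% = DMSO wells and 100% = reporter-only cells lacking LRH-1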
Target sequence (O00482 whole entry, looked up): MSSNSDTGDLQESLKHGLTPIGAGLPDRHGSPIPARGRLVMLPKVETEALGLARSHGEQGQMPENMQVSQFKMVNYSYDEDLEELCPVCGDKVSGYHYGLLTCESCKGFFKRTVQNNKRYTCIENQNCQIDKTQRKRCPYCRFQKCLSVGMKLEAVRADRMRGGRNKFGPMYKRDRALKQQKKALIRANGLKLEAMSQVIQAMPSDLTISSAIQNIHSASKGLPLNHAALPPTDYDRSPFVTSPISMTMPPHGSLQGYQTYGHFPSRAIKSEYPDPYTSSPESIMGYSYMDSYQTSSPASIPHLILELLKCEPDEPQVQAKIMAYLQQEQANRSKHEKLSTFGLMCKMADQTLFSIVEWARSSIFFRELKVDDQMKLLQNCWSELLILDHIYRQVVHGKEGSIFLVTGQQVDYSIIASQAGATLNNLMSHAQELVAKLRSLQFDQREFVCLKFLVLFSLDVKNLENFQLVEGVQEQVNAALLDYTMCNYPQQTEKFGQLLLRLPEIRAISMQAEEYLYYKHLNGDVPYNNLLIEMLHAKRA
TROY signal inh: inhibitors of TROY-dependent NF-kB signaling; Q293 LMP1-TROYcd NF-kB luciferase reporter, 4 h; inhibition, % at 10 µM; 0.98% of 360,000 active; AID 1347056;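 active means compounds whose plate-normalised and pattern-corrected inhibition of the luciferase reporter signal at the single screening dose is 50% or more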
NCOA1 inh: human NCOA1 inhibition; inhibition, % at 3.6 µM; 0.12% of 360,000 active; HEK293 GAL4-SRC1 luciferase reporter, luminescence; Q15788;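 active means inhibition above the campaign mean plus 3 SD, with each screening campaign given its own cutoff, cut at about 60% in these data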;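 further: 0% = DMSO treated cells and 100% = gossypol at 36 µM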
* = called active by the depositor; nt = no result given; & = joins results of further samples. Not all compounds are listed (hit frequency here may not be typical).

SMILES	EBV LMP1 NFkB	NOD2-RIPK2 inh	C8 TRAIL sens	COUP-TFII inh	TLR9-MyD88 block	SRC2 inh	Vif imaging	SRC3 inh	NR5A2 inv ag	TROY signal inh	NCOA1 inh
CCOP(=O)(OCC)C(NC(=O)CN1C(=O)c2ccccc2S1(=O)=O)C(Cl)(Cl)Cl (stereo not drawn)	5	-4	-4	-10	0	-9	1	15	-3	-25	9
Cc1cnn(C2CCN(C)CC2)c1N	-3	-7	-7	-2	2	3	-11	4	-15	-10	-16
COC(=O)[C@]1(C)C[C@H]1[C@H](NP(=O)(c1ccccc1)c1ccccc1)c1ccccc1	0	0	2	14	-3	-33	-1	-6	15	-4	8
CCN(CC)c1ccc(/C=C/[N+](=O)[O-])cc1	3	44*	10	-11	20	-18	3	-2	-6	-5	-19
Cc1ccc(CN2CCN(Cc3ccccc3)CC2)cc1	-2	-12	-7	-2	-1	20	-1	10	2	2	4
Cc1cccc(CN2CCCN(Cc3ccc(Cl)cc3)S2(=O)=O)c1	-10	-10	-4	7	0	-23	7	-11	19	12	-1
Cc1nc2ccccc2c(=O)n1-c1cccc(O)c1	-15	-8	-6	6	0	-3	15	9	-11	-14	-14
CCNC(=S)NCCC1=c2ccccc2=N/C1=C\c1c(O)n(C)c(=O)n(C)c1=O	0	-14	12	9	nt	-5	nt	-21	0	-7	-21
c1ccc(CCN2CCC(N3CCN(c4ccccc4)CC3)CC2)cc1	7	-1	2	26	-3	-3	0	13	3	-18	14
COc1cc(/C=C/C(=O)c2c(O)n(CCc3ccccc3)c(=O)[nH]c2=O)ccc1O	-1	2	4	-1	8	15	5	3	5	7	1
CC(C)(C)N1CC(C(=O)c2ccccc2)C1c1ccccc1 (stereo not drawn)	-10	-3	-10	4	-8	3	4	0	1	-7	-31
CCCC1C(C#N)=C(N)Oc2c1c(=O)oc1ccccc21 (stereo not drawn)	-1	1	-2	-8	7	1	nt	4	-7	-10	5
CC(C)c1ccccc1OCC(=O)N1CCCN(C)CC1	4	2	5	7	-1	4	1	20	-4	5	-12
O=C(NC(Cc1cnc[nH]1)C(=O)O)c1ccccc1 (stereo not drawn)	7	5	-2	-11	-15	-13	-6	16	10	17	5
COc1ccccc1CN1CCNCC1	-6	9	-27	-11	1	-38	-1	-35	8	-27	-19
CNC(=O)O/N=C(\C)Cc1nnn(-c2cc(C)on2)n1	1	1	10	16	-1	-38	10	11	-7	73*	4
Cc1cccc(C)c1OC(=O)Cc1ccccc1	12	8	0	-6	-2	5	20	-10	-2	14	16
CC(C)CCn1c(=O)c(C(=O)NCc2ccco2)c(O)c2ccccc21	7	-10	5	6	5	-21	-7	21	6	3	4
CCN(CC)P(=O)(Oc1cccc(C)c1)N(CC)CC	-4	-2	8	-22	-4	2	-1	6	11	9	10
FC(F)(F)c1ccccc1CNCCc1c[nH]c2ccccc12	1	3	16	-15	4	-25	11	-4	-10	11	-29
CC(Cc1ccsc1)NCc1cn[nH]c1-c1ccc(F)cc1F (stereo not drawn)	5	0	6	8	-5	-4	-1	12	-3	0	5
Cc1cc(OCc2ccc([N+](=O)[O-])cc2)c2c3c(c(=O)oc2c1)CCCC3	11	-7	13	7	-15	9	-14	10	32	-4	2
O=C(c1cc(-c2ccccc2)nc2ccccc12)N1CCC2(CC1)OCCO2	-1	-4	-2	3	6	-29	-3	2	-3	16	-30
COc1ccc(C(C)=O)cc1CC(C(=O)c1ccc(C)c(C)c1)N(C)C (stereo not drawn)	1	-5	26	11	3	-20	1	16	-32	18	-4
COc1ccccc1NC(=O)c1cn(CCC#N)nc1-c1cccc(Cl)c1	2	1	-2	17	8	1	-5	-1	1	4	8
COC1=CC2[C@@H]3Cc4ccc(OC)c(O)c4[C@]2(CCN3C)CC1=O (stereo partly drawn)	-2	2	-7	5	10	1	0	29	-3	-9	6
COc1ccc(-n2nnnc2C(C2CC2)N2CCC3(CC2)C(=O)NCN3c2ccccc2)cc1 (stereo not drawn)	nt	-7	-9	-12	nt	4	3	16	-7	-7	13
O=c1[nH]c(=O)n(-c2cccc3ccccc23)c(O)c1/C=N/N1CCCCC1c1cccnc1 (stereo not drawn)	-15	-9	-3	-28	-3	6	22	4	20	-6	-13
CS(=O)(=O)c1ccc(C2=C(CNC(=O)c3ccc([N+](=O)[O-])cc3)[C@H]3CC[C@@H](C2)N3Cc2ccccc2)cc1	-5	-2	-11	-8	5	-10	-5	-23	1	-6	10
Fc1ccccc1CN1CCN(c2ccc(Cl)cc2)CC1	2	-15	-9	28	-1	2	-1	-16	13	0	13

Some entries already given, showing only NCOA1 inh, SRC2 inh and NR5A2 inv ag.
molecule	NCOA1 inh	SRC2 inh	NR5A2 inv ag
O=c1[nH]c(=O)n(-c2cccc3ccccc23)c(O)c1/C=N/N1CCCCC1c1cccnc1 (stereo not drawn)	-13	6	20
O=C(c1cc(-c2ccccc2)nc2ccccc12)N1CCC2(CC1)OCCO2	-30	-29	-3

Going on with the list:
SMILES	EBV LMP1 NFkB	NOD2-RIPK2 inh	C8 TRAIL sens	COUP-TFII inh	TLR9-MyD88 block	SRC2 inh	Vif imaging	SRC3 inh	NR5A2 inv ag	TROY signal inh	NCOA1 inh
O=C1NC(=O)C(=Cc2ccc(-c3ccc(S(=O)(=O)N4CCOCC4)cc3)o2)C(=O)N1	-15	-12	-7	-7	1	10	-3	-9	-2	-14	5
CC(C)(C)C(=O)C(Oc1ccc(Cl)cc1)n1cncn1 (stereo not drawn)	-4	-11	-17	6	-9	-20	0	-12	-26	-1	-6
CC(N)Cc1c[nH]c2ccc(O)cc12 (stereo not drawn)	-3	-15	6	0	-4	9	-10	16	-15	2	11
Cn1c(O)c(C=NC2CCCCCC2)c(=O)[nH]c1=S	-3	5	-3	-9	0	-1	-3	-4	-7	-12	-8
Nc1c(Br)cc([N+](=O)[O-])cc1[N+](=O)[O-]	-5	5	-7	-15	1	-3	1	-1	-6	-12	-11
COC(=O)C1=C(c2c(C)noc2C)C[C@@H]2CC[C@H]1N2C(=O)NCC1CC1	-5	6	-2	13	2	-20	-2	19	10	-10	-6
Cc1cc(=O)n(-c2ccccc2)n1-c1ccccc1	-1	3	-13	3	0	-10	5	6	-9	2	5
CCCCC1(CCO)C(=O)NC(=S)NC1=O	-2	-4	-2	-17	-1	-25	0	14	4	8	-1
N#Cc1ccc(N2CCNCC2)c(F)c1	3	-4	-10	2	9	6	-10	7	-6	nt	-1
N#Cc1c(/N=C/C2C(=O)NC(=S)NC2=O)sc2c1CCCC2	-1	-6	-5	-15	0	7	12	4	14	-4	-47
C1CN(P2(N3CC3)=NP(N3CC3)(N3CC3)=NP(N3CC3)(N3CC3)=N2)CCO1 (stereo not drawn)	14	-5	-15	2	6	9	1	12	1	-1	1
O=C1NC(=O)N(c2ccccc2)C(=O)/C1=C\c1ccccc1[N+](=O)[O-]	-5	4	2	15	-8	0	11	-9	7	-49	-7
CCCCCn1c(=O)c(C(=O)Nc2ccccn2)c(O)c2ccccc21	15	-4	-4	7	1	4	-3	-6	3	-3	5
Cc1ccc(N(C)C(=O)Oc2cccc3cccnc23)cc1	1	13	28	-23	0	-11	30	8	-1	-3	7
COC(=O)C1=C(c2c(C)noc2C)C[C@@H]2CC[C@H]1N2C(=O)N1CCCC1	8	-7	3	-3	-11	13	-1	10	-15	9	-4
CCOC(=O)CC(NC(=O)C(Cc1ccc(N(CCCl)CCCl)cc1)NC(C)=O)C(=O)OCC (stereo not drawn)	55*	4	7	-1	-1	-39	0	-8	5	-5	-6
CC1CCN(C(=O)C(C)Cl)CC1 (stereo not drawn)	-4	6	9	-9	3	-9	7	3	9	-2	1
Cn1c(=O)cc(OCC(=O)N2CCN(Cc3ccc4c(c3)OCO4)CC2)c2ccccc21	5	-12	-6	-6	-17	-6	-13	11	-7	-25	-16
O=C(Nc1ccccc1)N1Cc2ccccc2-n2nncc2C1	-4	1	1	-19	10	11	nt	14	23	-13	-16
CN1CCC(N(C)c2ccc(C(N)=O)cc2[N+](=O)[O-])CC1	5	8	-11	6	-3	-10	24	9	4	3	-8
N#Cc1ccc(NC(=S)N2Cc3ccccc3-n3nncc3C2)cc1	6	-1	4	14	7	4	-2	15	46	5	1
Cc1cc(OCC(=O)NCc2cccnc2)c2c3c(c(=O)oc2c1)CCCC3	5	-8	8	-8	-10	4	-4	9	41	15	4
NCC(O)c1cc(O)c(O)cc1F (stereo not drawn)	3	-19	-21	-6	9	-24	-5	-1	-2	6	-8
COC1=C[C@@H]2[C@@H]3Cc4ccc(OC)c(O)c4[C@]2(CCN3C)CC1=O	-2	9	-12	9	14	-3	4	8	7	5	5
COc1ccccc1N1CCN(Cc2ccc(F)cc2)CC1	-4	2	7	10	-5	10	-7	2	12	-5	-7
CN1CCC(O)(c2ccccc2)C2CCCC21 (stereo not drawn)	-2	-8	-16	-1	2	6	-2	4	15	6	-3
Cc1nc2ccccc2c(=O)n1-c1cccc([N+](=O)[O-])c1	2	1	1	24	0	-17	-3	-26	-7	13	5
COc1cc(CC2(CCc3ccncc3)C(=O)N(C)C(=O)N(C)C2=O)cc(OC)c1OC	-3	-15	1	0	-6	-2	-3	14	-11	-35	-3
COc1cc2c(c(OC)c1OC)-c1ccc(O)cc1[C@@H](NC(C)=O)CC2	9	8	6	-34	7	9	nt	22	25	7	-38
CCCNC(=O)N1CCC2(CC1)OCCO2	2	-6	1	0	-2	-7	-5	7	0	-6	-19
CCN(CC)c1ccc(N=Cc2c(O)n(Cc3ccccc3)c(=O)[nH]c2=O)cc1	-2&-9	2&-4	8&1	3&-2	1&7	-4&-17	13&-4	4&6	-16&8	1&10	-27&8
COc1cc(-n2c(=S)[nH]c3ccccc3c2=O)c(Cl)cc1Cl	6	6	-9	8	7	23	-7	26	19	15	7
O=c1c2ccccc2nc(/C=C/c2ccco2)n1-c1ccccc1O	4	-16	-5	-26	-3	-18	10	7	15	-9	-13
CC[C@H](C)[C@@H]1NC(=O)CNC(=O)c2csc(n2)[C@H](C(C)(C)O)OC(=O)C(C)(C)[C@H](CCCC(C)(Cl)Cl)OC(=O)c2csc1n2	nt	3	50*	-22	nt	14	2	31	24	46	-1
CCc1nnc(NS(=O)(=O)c2ccc(N=Cc3c(O)n(-c4ccccc4)c(=O)[nH]c3=O)cc2)s1	-3	-2	-1	-11	-1	25	5	1	-3	-14	-4
NC(N)=Nc1ccc2[nH]c3c(c2c1)C[C@@]1(O)[C@H]2Cc4ccc(O)c5c4[C@@]1(CCN2CC1CC1)C3O5 (stereo partly drawn)	4	-3	-17	-18	1	-3	-8	-14	12	-3	-13
Cc1nn(Cc2ccccc2)c(C)c1C(=O)OCC(=O)Nc1cccc(S(N)(=O)=O)c1	4	-9	3	6	2	-23	5	18	-13	7	0
COc1ccc(/C=C2/C(=O)NC(=O)N(c3ccccc3)C2=O)cc1CN1C(=O)c2ccccc2C1=O	6	3	6	nt	-1	nt	2	-2	0	16	-9
COc1cccc(OP(=O)(Nc2ccccc2)Oc2cccc(OC)c2)c1	6	-4	0	nt	4	nt	-61	-22	5	10	23
COc1cc(O)cc2c1C(=O)O[C@@H](C)CCCC(=O)CCCCC2	2	1	18	24	-3	2	2	3	-6	-9	18
COc1ccc(OC)c(C(O)C2CCCCN2)c1 (stereo not drawn)	-2	4	-8	-4	3	1	-4	11	6	6	6
